Abeta rescue – qHTS for compounds that reverse cellular toxicity of Amyloid beta (A-beta) peptide in yeast: Primary Screen; 410,000 compounds, 0.063% hits; Potency, µM (highest dose often 46.1 µM), for the others: at the highest dose growth rescue, usual class: activators; yeast expressing A-beta42, growth rescue, OD600, 48 h; response scale: 0% DMSO, 100% iron-clioquinol control; note: potency is the fitted concentration of half-maximal effect; nearly all actives have a fitted effect of over 55% in size
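Yeast A-beta toxicity model in growth medium with pinned compounds, 48 h at 30 C; growth read as absorbance at 600 nm. Normalized to FeCl3/clioquinol equimolar mix (positive) and DMSO (negative).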
D3 antag – qHTS of D3 Dopamine Receptor Antagonist: qHTS; 360,000 compounds, 2.5% hits; D3R cells, DiscoveRx beta-arrestin luminescence, antagonist mode; hits give low values; max response, negative = inhibition, %; D(3) dopamine receptor (Homo sapiens), P35462; in the data active = max response below about -50%; inconclusive = no clear call, values can overlap the other calls; note: % is set by controls: 0 for no effect and ±100 for the full control effect; mostly tested at two doses, the higher about 12 µM
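Cells expressing the human receptor were seeded at 1500 cells/well, incubated overnight at 37 degrees C in 5% CO2, then exposed to library compounds with dopamine controls for 90 minutes at 37 degrees C before luminescent detection.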
aSyn rescue – qHTS of alpha-syn Inhibitors; Yeast expressing alpha-synuclein, growth rescue, BacTiter-Glo, 24 h; Potency, µM (highest dose often 46.1 µM), inactives show at the top dose growth rescue (activation), most hits filed as activators; 370,000 compounds, 0.14% hits; AID 652106, 2013; note: potency is the fitted concentration of half-maximal effect; % of control where 0% means no effect; nearly all actives have a fitted effect of over 65% in size
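Screening used galactose-induced yeast with toxic alpha-synuclein levels, exposed to compound for 24 hr at 30 deg C. Cell growth, read with BacTiter-Glo luminescence, gave the measured signal.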
TDP43 rescue – qHTS of TDP-43 Inhibitors | 410,000 compounds, 1.8% hits | AID 652104, 2013 | TDP-43 expressing yeast growth rescue, BacTiter-Glo, 24 h | Potency, µM (top dose mostly 46.1 µM), for the others: top-dose growth rescue (activation), usual class: activators; note: potency is the fitted concentration of half-maximal effect; % of control where 0% means no effect; nearly all actives have a fitted effect of over 50% in size
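Yeast cells expressing TDP-43 under galactose induction are exposed to compounds for 24 hr at 30 deg C. BacTiter-Glo luminescence measures growth, so protective compounds score as activators.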
FUS suppressor – qHTS for Suppressors of FUS Proteinopathy: Primary screen using FUS-linked yeast assay | 390,000 compounds, 0.24% hits | AID 1347120, 2019 | S. cerevisiae FUS-expressing, growth rescue, OD600, 24 h | Potency, µM (top dose mostly 76.6 µM), inactives show at the highest dose growth rescue (activation), actives largely listed as activators;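 note: potency is the fitted concentration of half-maximal effect; plate controls were DMSO vehicle for no effect and reference control for full effect; nearly all actives have a fitted effect of over 55% in size; some results filed as inactive show a strong effect at the top dose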
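S. cerevisiae expressing FUS from galactose induction served as the toxicity model. Growth after 24hr at 30C, read as absorbance at 600 nm, indicates suppression of toxicity; compounds dosed at several concentrations.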
D3 ag – qHTS of D3 Dopamine Receptor Agonist: qHTS; D(3) dopamine receptor (Homo sapiens), P35462; D3R DiscoveRx beta-arrestin cells, luminescence, 90 min; max activation, %; 410,000 compounds, 0.58% hits; AID 652048, 2013; in the data active = max activation above about 30%; note: 0% is about no effect; mostly tested at two doses, the higher about 12 µM
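Cells at 1500/well, incubated overnight, then treated with pinned compounds (dopamine as control) for 90 min at 37 degrees C. DiscoveRx reagent added for 30 - 60 minutes at room temperature; luminescence read.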
EPAC2 antag – qHTS for Antagonist of cAMP-regulated guanine nucleotide exchange factor 2 (EPAC2): primary screen; Potency, µM (top dose mostly 114 µM), for inactives: at the highest dose activity, negative = inhibition, most hits filed as inhibitors; 360,000 compounds, 0.18% hits; Rap guanine nucleotide exchange factor 4 (Homo sapiens), Q8WZA2; EPAC2 GEF exchange of Rap1B-BODIPY-GDP, fluorescence; AID 720708, 2013; note: potency is the fitted concentration of half-maximal effect; % is set by controls: 0 for no effect and ±100 for the full control effect; nearly all actives have a fitted effect of over 45% in size; many of its hits are not listed in these tables
Target sequence (Q8WZA2 whole entry, looked up): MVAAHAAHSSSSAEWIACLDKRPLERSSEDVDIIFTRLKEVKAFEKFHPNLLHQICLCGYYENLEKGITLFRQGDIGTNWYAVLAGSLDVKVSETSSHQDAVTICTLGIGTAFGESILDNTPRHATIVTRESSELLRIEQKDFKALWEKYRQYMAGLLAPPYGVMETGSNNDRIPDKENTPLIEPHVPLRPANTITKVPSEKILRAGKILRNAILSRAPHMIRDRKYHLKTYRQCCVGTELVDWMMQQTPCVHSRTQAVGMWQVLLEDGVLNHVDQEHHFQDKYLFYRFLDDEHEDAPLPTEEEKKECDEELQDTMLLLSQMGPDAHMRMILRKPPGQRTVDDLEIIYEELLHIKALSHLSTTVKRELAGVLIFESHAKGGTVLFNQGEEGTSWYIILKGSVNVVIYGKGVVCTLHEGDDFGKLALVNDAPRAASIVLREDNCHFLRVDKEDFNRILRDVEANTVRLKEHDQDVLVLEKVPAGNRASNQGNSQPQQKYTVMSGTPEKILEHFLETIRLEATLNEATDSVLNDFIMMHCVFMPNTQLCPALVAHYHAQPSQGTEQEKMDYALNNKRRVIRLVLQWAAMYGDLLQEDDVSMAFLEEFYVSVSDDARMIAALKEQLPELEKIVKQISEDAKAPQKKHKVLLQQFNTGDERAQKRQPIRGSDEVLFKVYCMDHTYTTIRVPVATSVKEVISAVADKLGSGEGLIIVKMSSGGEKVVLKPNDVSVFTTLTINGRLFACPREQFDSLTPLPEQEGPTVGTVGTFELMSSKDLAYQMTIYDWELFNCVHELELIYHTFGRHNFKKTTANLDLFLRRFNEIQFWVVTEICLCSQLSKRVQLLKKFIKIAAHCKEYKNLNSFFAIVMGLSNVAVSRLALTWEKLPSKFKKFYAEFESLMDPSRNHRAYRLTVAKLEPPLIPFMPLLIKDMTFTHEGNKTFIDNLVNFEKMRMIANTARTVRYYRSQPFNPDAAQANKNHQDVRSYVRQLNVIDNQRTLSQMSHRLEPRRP
EPAC2 agonist – qHTS for Agonist of cAMP-regulated guanine nucleotide exchange factor 4 (EPAC2): primary screen | Rap guanine nucleotide exchange factor 4 (Homo sapiens), Q8WZA2 | AID 720711, 2013 | EPAC2 activation, biochemical qHTS; response scale: 100% = 6.5 mM cAMP response | 360,000 compounds, 0.079% hits | Potency, µM (highest dose often 154 µM), without a hit: top-dose activation, most hits filed as activators; note: potency is the fitted concentration of half-maximal effect; nearly all actives have a fitted effect of over 50% in size
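Nucleotide exchange monitored as fluorescence drop when BODIPY-GDP leaves Rap1B. Reaction: 100 nM EPAC2, 250 nM RAP1B-BODIPY-GDP, 50 uM GDP, room temperature, kinetic read over 30 min. Activity expressed relative to 6.5 mM cAMP.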
Numbers without * were called inactive; ? = inconclusive; . = no result given; & = joins results of further samples; [ ] = dose if it differs, or a comment. Unless noted, calls come from the whole dose curve; as a rule, active = well fitted curve in the direction sought with a large enough effect; inconclusive = small, poorly fitted or top-dose-only effect, or another doubt; inactive = no such curve, though single readings can be large; an effect the other way counts as inactive or inconclusive. Not all compounds are listed, so the mix of outcomes need not match the whole.

SMILES	Abeta rescue	D3 antag	aSyn rescue	TDP43 rescue	FUS suppressor	D3 ag	EPAC2 antag	EPAC2 agonist
C/C(CC(=O)Nc1ccccc1)=N\NC(=O)COc1ccc(C)cc1Br	10%	4	-1%	14%	-28%	1	-3%	12%
O=C(CSc1nnc(-c2cccs2)n1-c1ccccc1)N1CCOCC1	9%	-23	-1%	8%	2%	0	2%	8%
COc1ccc2oc(C)c(NC(C)=O)c2c1	10%	-10	-2%	-10%	11%	-5	7%	6%
O=C(Cn1cnc2c(cnn2-c2ccc(F)cc2)c1=O)N1CCCc2ccccc21	-6%	36	7%	-18%	16%	3	-6%	-8%
CSc1nc(-c2ccco2)nn1S(C)(=O)=O	-10%	-23	0%	-7%	17%	0	-5%	-7%
Fc1cccc(Cl)c1CSc1ccc(-c2ccco2)nn1	-29%	7	-44%[inhibitor]	-19%	17%	1	-5%	17%
Cc1nnc(SCCOC(N)=O)n1C	10%	3	-1%	-3%	.	1	16%	0%
CCOC(=O)c1ccc(NC(=S)NC(=O)c2cncc(Br)c2)cc1	-8%	-6	-1%	-19%	-39%	7	-1%	4%
CCCn1c(N)c(C(=O)COc2ccc(Br)cc2F)c(=O)n(C)c1=O	13%	15	0%	20%	-14%	9	-8%	-9%
Cc1ccc(-c2csc(NC(=O)/C=C/c3ccco3)c2C(=O)O)cc1	25%	6	2%	-49%[inhibitor][0.397 µM]	23%	1	-5%	6%
Cc1ccc(NC(=O)N2CCc3c([nH]c4ccccc34)C2c2ccccc2F)c(Cl)c1 (stereo unspecified)	-20%	.	.	?	?	-14	.	.
S=C(NCc1ccco1)N1CCN(C/C=C/c2ccccc2)CC1	6%	16	5%	-11%[0.397 µM]	21%	-11	2%	6%
O=C(Nc1ccccc1N1CCCCC1)c1ccco1	-10%	11	-10%	4%	7%	-1	-26%	14%
O=[N+]([O-])c1cccc(NC(=S)Nc2nc(-c3ccccc3Cl)cs2)c1	8%	-11	-7%	10%	38%	-13	13%	11%
Cc1ccc(CN2CCN(/N=C/c3ccc(C(F)(F)F)cc3)CC2)c(C)c1	-8%	-17	0%	-3%	.	-35	-11%	3%
O=C(Nc1nnc(S(=O)(=O)N2CCCC2)s1)c1ccc(F)cc1	-11%	.	.	11%	-15%	1	.	.
Cc1cc(C(=O)Nc2nnc(C(F)(F)F)s2)cs1	-2%	34	0%	4%	11%	16	4%	-8%
O=C(O)CCCC(=O)N1CCN(c2nc(-c3ccccc3)c3ccccc3n2)CC1	7%	2	4%	25%	4%	-2	-25%	9%
O=C(/N=C1\NC(=O)C(F)(C(F)(F)F)S1)NC1CCCCC1 (stereo unspecified)	3%	60	-33%[inhibitor]	18%	5%	-5	-2%	-2%
CCN(CC)c1ncnc2c1ncn2[C@H]1CN(Cc2ccc3c(c2)OCO3)C[C@@H](CO)O1	-9%	0	-9%	-3%	4%	-8	4%	7%
CC(C)C[C@H]1CN(CCCC[C@@H]2CNC(=O)C(=O)N2Cc2ccccc2)C(=O)C(=O)N1CCc1ccc(O)cc1	-6%	4	11%	17%	7%	4	1%	2%
Cc1ccc(CNC(=O)CNS(=O)(=O)c2ccc3nc(C)sc3c2)cc1	-2%	4	3%	-4%	19%	-1	4%	-4%
NCCCn1cnc2ccccc21	10%	5	4%	24%	-24%	22	-5%	1%
COC(=O)/C(C#N)=C/c1c[nH]c2ccccc12	11%	1	0%	-14%[0.397 µM]	2%	-11	-14%	3%
CCCCCCCCCCCCCCC(O)C[N+](C)(CCO)CCO (stereo unspecified)	5%	0	-37%[inhibitor]	-43%[inhibitor]	.	-4	?	9%
CN(C)c1ccccc1-c1cc(NC=O)c2ncc(-c3cccc(C(F)(F)F)c3)n2c1	-20%	-18	19%	?	?	-3	?	-18%
Cc1ccc(C)c(S(=O)(=O)N2CCCOC2CNC(=O)C(=O)NCCc2ccccc2)c1 (stereo unspecified)	1%	19	-4%	0%	28%	0	13%	11%
O=C1c2ccccc2CN1c1ccccc1	-6%	-12	-3%	-12%[1.82 µM]	-4%	-12	-3%	4%
CCOC(=O)c1ccccc1NC(=O)c1cn(-c2ccc(OC)cc2)c(=O)c2ccccc12	2%	72	10%	6%	.	5	-4%	1%
CCN(CC)Cc1c(O)ccc2occ(C(=O)c3ccccc3)c12	6%	-7	1%	14%	13%	5	-5%	12%
FC(F)(Cl)c1nnc2ccc(Cl)nn12	-22%	-17	-10%	-12%	-23%	-9	-6%	8%
CC(OC(=O)c1cc2sccc2n1C)C(=O)NCCc1ccccc1 (stereo unspecified)	-6%	8	0%	5%	-21%	-7	-12%	16%
O=C(CSC1=Nc2ccccc2N=C(c2ccc(F)cc2)C1)Nc1ccccc1	-1%	.	.	4%	21%	-7	.	.
Cc1nc2ccccn2c1C(=O)NNC(=O)Nc1cccc(C(F)(F)F)c1	7%	0	25%	8%	-5%	0	2%	9%
Cc1nn(S(=O)(=O)c2ccc(C(C)C)cc2)c(C)c1S(=O)(=O)N1CCCCC1	-5%	.	.	21%	9%	7	.	.
COc1ccc(NC(=O)Nc2cccc3c2O[C@H](CN(C)C(=O)NC(C)C)[C@@H](C)CN([C@H](C)CO)C3=O)cc1	-9%	23	0%	1%	-2%	10	7%	8%
CC(C)NC(=O)c1cc2c(s1)CCCC2	27%	3	-7%	29%	2%	1	3%	-4%
CCOc1ccc(N(C)S(=O)(=O)c2c(C(=O)N3CCC(C)CC3)c(C)n(C)c2C)cc1	16%	.	.	0%	28%	7	.	.
COc1cc(C(=O)Nc2cccc3ncccc23)cc(OC)c1OC	11%	?	2%	16%	-2%	4	11%	1%
COc1cc(/C=N/NC(=O)c2ccccn2)ccc1OC(=O)c1ccccc1Br	-11%	45	-31%[inhibitor]	0%	?	12	13%	11%
COc1ccc(-n2nc(C(=O)NCC(=O)NCc3cccc(F)c3)c3ccccc3c2=O)cc1Cl	3%	40	-4%	-15%	36%	21	1%	1%
CC1CCCC(C)N1CCCNC(=O)Cn1cc2c(n1)CCCC2 (stereo unspecified)	-9%	8	2%	23%	-5%	3	4%	13%
CCOc1ccc(NC(=S)N2CCC(C(=O)c3ccc(F)cc3)CC2)cc1	?	3	4%	17%	?	-6	1%	-1%
CCCc1cc(=O)oc2cc(C)cc(OCC(=O)NCCN3CCOCC3)c12	-9%	-12	-2%	-6%	1%	-1	-7%	2%
CC(C)(C)c1ccc(OCCSc2nc(-c3cccs3)nc3cc(=O)[nH]n23)cc1	6%	.	.	3%	-6%	37*	.	.

Part of the list above, with bars between the fields.
SMILES | Abeta rescue | D3 antag | aSyn rescue | TDP43 rescue | FUS suppressor | D3 ag | EPAC2 antag | EPAC2 agonist
Cc1cc(C(=O)Nc2nnc(C(F)(F)F)s2)cs1 | -2% | 34 | 0% | 4% | 11% | 16 | 4% | -8%
O=C(O)CCCC(=O)N1CCN(c2nc(-c3ccccc3)c3ccccc3n2)CC1 | 7% | 2 | 4% | 25% | 4% | -2 | -25% | 9%

(cont.)
SMILES	Abeta rescue	D3 antag	aSyn rescue	TDP43 rescue	FUS suppressor	D3 ag	EPAC2 antag	EPAC2 agonist
C/C(=N/Nc1nc(-c2ccccc2)cc(-c2ccc(F)cc2)n1)c1cccc(N)c1	2%	17	2%	?	25%	-1	-1%	2%
Cc1ccc(NC(=O)CN2C(=O)NC(C)(c3ccc(Cl)cc3)C2=O)cc1 (stereo unspecified)	0%	-24	-1%	3%	-10%	-10	-3%	4%
CC1CCC2=NN(C(=O)c3ccco3)C(O)(C(F)(F)F)C2C1 (stereo unspecified)	12%	1	9%	13%	-7%	-3	50µM*	-3%
O=C(COc1ccccc1)NCc1ccc2c(c1)CCN2C(=O)c1ccc(F)cc1	14%	.	.	?	?	4	.	.
O=C(Nc1ccccc1)N1CCCN(c2c(Cl)cncc2Cl)CC1	-22%	4	4%	?	4%	-6	1%	9%
COc1ccc(OC)c(S(=O)(=O)N2CCCC(C(=O)N3CCCCCC3)C2)c1 (stereo unspecified)	-1%	16	1%	25%	.	-2	3%	0%
O=C(/C=C/c1ccco1)N1CCCC(c2ccccc2)C1 (stereo unspecified)	-17%	-2	2%	-3%	3%	11	-8%[57.1 µM]	-9%
CC(/C=C1\SC(=S)N(CCCC(=O)Nc2ccc(C(=O)O)cc2)C1=O)=C\c1ccccc1	-11%	12	12%	15%	?	1	11%	8%
CCc1ccccc1NC(=O)CCOc1ccccc1	7%&-1%	4	13%	0%&27%	-21%&-15%	4&6	-2%	-1%
O=C(c1ccc2c(c1)OCO2)N1CCC(Cc2ccccc2)CC1	1%	-12	-2%	13%	23%	-8	-4%	16%
C/C(=N\NC(=S)NC(C)C)c1ccco1	?	-21	-5%	-4%	3%	-6	-3%	5%
O=C(NC1CCCC1)C(C1CC1)n1c(C2CC2)nc2ccccc21 (stereo unspecified)	-5%	13	-1%	15%	-6%	-9	0%	8%
S=C(Nc1ccc(Br)cc1)N1CCN(c2ccccn2)CC1	-6%	-14	0%	-7%	-13%	-17	-3%	10%
O=C(CCCc1ccccc1)Nc1cccnc1	32%	17	-6%	8%	-19%	0	11%	-1%
CSc1nc(NNC=O)cc(Oc2ccc(NC(C)=O)cc2)n1	-4%	-7	1%	3%	-19%	6	2%	0%
Cc1[nH]c(=O)[nH]c(=O)c1CSc1nnc(CCCCCNC(=O)OC(C)(C)C)o1	9%	5	0%	-14%	21%	-4	-1%	2%
C/C(=N\NC(=S)Nc1cccc(C)c1)c1ccccc1	11%	-52*	-7%	24%	29%	-1	-1%	4%
Cn1c2ccccc2n2c(=O)c(Cl)c(-c3ccccc3)c(C#N)c12	-20%	-7	4%	22%	.	7	8%	2%
O=C(NCc1ccncc1)NC1CCCCC1	-4%	6	-1%	14%	-11%	-2	3%	3%
O=C(COC(=O)/C=C/c1ccc([N+](=O)[O-])cc1)NC(=O)NC1CCCCC1	3%	?	-4%[1.84 µM]	13%	18%	-7	1%	-1%

Screening results as filed in PubChem BioAssay.
